Screens (PubChem)
Autophagy HCS = modulators of autophagy | MEF GFP-LC3 puncta imaging; test concentration mostly 10 µM | hit rate 0.98% among 190,000 | calls only at 10 µM (by protocol);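 active = percentage of spot-positive cells more than 3 SD above its plate mean, without a fluorescence outlier flag or 80% toxicity; inconclusive = no clear call, values can overlap the other calls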;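 note: spot-positive cell cutoff set from DMSO-treated cells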
b-catenin transl = beta-catenin nuclear translocation modulation; HeLa beta-catenin nuclear translocation, immunofluorescence imaging; hit rate 0.3% among 190,000; nuclear translocation activity, % at 5 µM;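 active = nuclear translocation activity above 50% at 5 µM, with a well cell count of 50 or more; inconclusive = wells under 50 cells across six images, flagged as toxic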;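 note: per-cell ratio of nuclear to cytoplasmic median beta-catenin stain intensity; plate controls were DMSO negative control for no effect and GSK-3 inhibitor IX positive control for full effect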
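Test system: human HeLa cells, native beta-catenin. Compound dosing: 5 µM primary single dose, 0.1% DMSO, 0.02–20 µM confirmation series. Incubation: compound exposure 24 h at 37°C. Detection: beta-catenin immunostaining with DAPI counterstain, 20x imaging, 6 fields/well. Read-out basis: Nuclear/cytoplasmic beta-catenin signal ratio, % activation.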
Ins promoter up = MIN6 insulin promoter up-regulation. z-score at 5 µM. AID 1625. MIN6 insulin promoter-GFP reporter, high-content imaging; stronger effect = higher value. hit rate 0.3% among 190,000;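 active = z-score above 3 at 5 µM with at least 500 cells counted in the well; inconclusive = wells under 500 cells, flagged as cytotoxic or low count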
WT yeast gro inh = growth inhibition of WT yeast, mitochondrial fusion screen. mitochondrial fusion phenotypic screen, WT strain. inhibition, % at 10 µM. hit rate 2.1% among 190,000; in the data active = inhibition above about 58%; tested in S. cerevisiae
Lipid droplet = modulators of hepatic lipid droplet formation. AML12 mouse hepatocytes, oleate lipid droplets, BODIPY imaging. inhibition, % at 6.5 µM. hit rate 0.4% among 240,000;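 active = lipid droplet intensity inhibited by at least 50%, with more than 500 cells counted; inconclusive = wells with under 300 cells, treated as cytotoxic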
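Technique: fluorescence imaging, 20x objective, two fields per well / Assay system: AML12 hepatocytes (mouse) / Measure: % inhibition of lipid droplet signal / Doses: 6.5 µM single-point dosing / Incubation: overnight exposure / Reagent: 100 µM oleic acid challenge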
Myeloid diff MLP = compounds promoting myeloid differentiation; AID 624256; calls only at 10 µM; ER-HoxA9 myeloid progenitors, lysozyme-GFP differentiation, flow cytometry; hit rate 1% among 360,000;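 active = normalized GFP-positive differentiation at or above the plate's own cutoff, the solvent-only control mean plus 3 SD; inconclusive = no clear call, values can overlap the other calls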;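 note: cells exposed to compound for four days before flow analysis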
West Nile virus CPE = West Nile virus antiviral activity, cell-based, CPE readout (AID 1621) | West Nile virus-infected cells, CPE inhibition; higher % means a stronger effect | CPE inhibition, % at 10 µM, or IC50 in µM where a hit was titrated | hit rate 0.02% among 290,000; in the data active = a potency from the dose series; inconclusive = CPE inhibition mostly from about 3.7% at the one dose, without a potency; inactive = the rest, 99 in 100 with CPE inhibition below about 2.2%; note: strong numbers were not always called active
T cell HTS = T cell immune modulators affecting CD8 T cell-vesicle binding; hit rate 0.068% among 330,000; calls only at 7 µM; 2C CD8+ T cell-vesicle binding, flow cytometry; stronger effect = lower value;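 active = response, share of CD8 T cells binding vesicles, and their 90th percentile fluorescence all below set limits, cut at about 80% in these data, passing the limit was not always enough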
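System: murine 2C transgenic CD8+ T lymphocytes; also added: QL9-loaded Drosophila micro-vesicles; times: binding 1.5 h at 37 °C; measured by: flow cytometry, PE anti-B7-1 (FL2) versus Alexa647 anti-CD8 (FL8), PFA-fixed; control set: Peptide-free naked vesicles (low) and QL9 vesicles with 0.7% DMSO vehicle (high)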
MT stabilizer = microtubule stabilizers in HeLa cells | HeLa tubulin immunostaining HCS, 24 h; share of cells brighter than vehicle mean+2SD | hit rate 0.83% among 200,000 | % tubulin-high responders, % at 10 µM;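 active = plate Z-score above 3 for both tubulin-high and condensed-nucleus cell shares, with cell loss under 80%, at 10 µM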;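 note: anti alpha tubulin signal scored within the nucleus-defined area of each cell; some results filed as inactive read as strong as hits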
WT yeast gro inh mutant strain = recorded beside WT yeast gro inh, whose call it bears; inhibition, %; mitochondrial fusion phenotypic screen, mutant strain inhibition
Ins promoter up cell count = also measured in Ins promoter up; calls as there; cell count; measured here: cytotoxicity, nuclei count;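 total cells summed across four imaged fields per well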
Lipid droplet cells 6.5 µM = recorded beside Lipid droplet, whose call it bears; cell count; measured here: cell count, cytotoxicity flag;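 cells counted across two imaged fields per well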
b-catenin transl cell count 5 µM = recorded beside b-catenin transl, whose call it bears; cell count; measured here: cell count, cytotoxicity flag
T cell HTS vesicle-bound % = second read-out of T cell HTS, no call of its own (marks repeat the call); double positive events, %; measured here: CD8+ vesicle-bound cell fraction;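 binding gate set so that unloaded-vesicle control wells show 10% double positive cells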
MT stabilizer Hoechst-high % = recorded beside MT stabilizer, whose call it bears; % Hoechst-high responders; measured here: nuclear condensation Hoechst responders;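 share of cells brighter than vehicle mean plus two SD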
MT stabilizer cytotoxicity % = second read-out of MT stabilizer, no call of its own (marks repeat the call); toxicity, %; measured here: cytotoxicity by cell density;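 0% = mean cell density of plate MIN control wells and 100% = no cells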
Autophagy HCS cell loss 18 h = second read-out of Autophagy HCS, no call of its own (marks repeat the call); toxicity, %; measured here: cell loss, nuclei count;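 cell loss after 18 h compound exposure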
Myeloid diff MLP GFP+ MAC1+ % = recorded beside Myeloid diff MLP, whose call it bears; GFP+ MAC1+ double positive, %; measured here: differentiation confirmed by MAC1 staining
Numbers without * were called inactive; i = inactive; ? = inconclusive; . = no result given.

SMILES	Autophagy HCS	Autophagy HCS cell loss 18 h	b-catenin transl	b-catenin transl cell count 5 µM	Ins promoter up	Ins promoter up cell count	WT yeast gro inh	WT yeast gro inh mutant strain	Lipid droplet	Lipid droplet cells 6.5 µM	Myeloid diff MLP	Myeloid diff MLP GFP+ MAC1+ %	West Nile virus CPE	T cell HTS	T cell HTS vesicle-bound %	MT stabilizer	MT stabilizer Hoechst-high %	MT stabilizer cytotoxicity %
CSc1ccc(C#N)cc1NC(=O)c1ccccc1C	i	-5	-2.9	1010	0.27	1623	-9	-4	4	679	i	0.0	-0.8%	i	52	3.3	1.5	4.0
O=C(Oc1cccc(N2C(=O)CCC2=O)c1)C1CC(=O)N(c2ccc(F)cc2)C1 (stereo not drawn)	i	11	-2.1	1108	.	.	6	-2	.	.	i	8.7	0.0%	i	10	2.2	3.3	11
COc1ccc(O)c(-c2[nH]ncc2C(=O)c2ccccc2)c1	i	6	-3.5	906	0.1	1186	7	-3	.	.	i	1.0	0.0%	i	37	2.5	2.9	4.1
Cc1cc(C)c(S(=O)(=O)c2c(C)cccc2C)c(OCC(C)C)n1	i	1	1.5	1048	-0.01	1825	6	19	-14	610	i	0.9	0.5%	i	43	1.2	1.7	7.0
O=S1(=O)CC(O)C(N=Nc2c(O)n(Cc3ccccc3)c3ccccc23)C1 (stereo not drawn)	.	.	-1.3	1351	0.09	1115	.	.	-6	755	i	0.8	-0.3%	i	40	.	.	.
O=C(COc1ccccc1)OC(C(=O)c1ccccc1)c1ccccc1 (stereo not drawn)	i	1	-1.8	1148	0.23	1538	5	12	-6	630	i	0.5	-0.3%	i	25	2.2	3.5	4.9
c1ccc(CNc2nc(-c3cccnc3)cs2)cc1	i	21	-0.9	1687	-0.29	1455	27	-14	3	702	i	0.9	-0.5%	i	52	2.8	1.5	3.8
COc1cc(/C=C/c2noc(-c3ccccc3O)n2)ccc1OC(C)=O	.	.	-0.3	1299	-0.74	1207	.	.	-15	719	i	0.5	0.5%	i	55	.	.	.
O=C(O)c1c(-n2cccc2)sc2c1CCCC2	i	12	1.5	880	.	.	6	15	5	741	i	0.3	-0.3%	i	59	1.3	2.1	4.7
O=C(NCC1CCCO1)c1nn2c(C(F)(F)F)cc(-c3cccs3)nc2c1Cl (stereo not drawn)	.	.	.	.	.	.	.	.	-14	748	i	2.6	0.2%	i	40	.	.	.
CCOC(=O)c1csc(NC(=O)c2ccc(S(=O)(=O)N3CCCC3)cc2)n1	i	-2	1.2	1085	0.62	800	-5	-1	.	.	i	7.4	0.2%	i	40	2.0	3.0	12
O=[N+]([O-])c1ccc(O)c(C=Nc2cccc3ncccc23)c1	i	9	1.1	482	.	.	-32	-7	10	694	i	0.6	-0.1%	i	42	3.5	1.2	1.3
C=CCNC(=S)N/N=C(\C)c1cccc(OC)c1	i	-9	2.7	954	-0.66	1237	34	14	-1	720	?	.	-0.4%	i	51	2.5	1.9	3.2
CC(C)Cc1nc(SCC(=O)N2CC(C)OC(C)C2)c2c(=O)n(C)c(=O)n(C)c2n1 (stereo not drawn)	.	.	.	.	.	.	.	.	-10	677	i	4.4	-0.2%	i	58	.	.	.
Cc1cccc(Nc2nc(N3CCN(C)CC3)nc(N)c2[N+](=O)[O-])c1	i	-3	-0.4	1067	2.3	1195	3	6	-8	591	i	0.4	-0.6%	i	52	4.6	2.8	5.6
Cc1ccccc1OCc1nc2ccccc2[nH]1	i	-5	-1.6	986	0.94	1340	22	6	-9	671	i	0.3	-0.5%	i	40	2.1	1.6	3.3
COc1ccc(CN(C)Cc2nc3cc(OC)c(OC)cc3c(=O)[nH]2)c(OC)c1	i	-9	1.2	892	-0.93	1537	-10	6	-6	782	i	0.7	-0.6%	i	37	9.0	1.9	8.3
O=C(CN1CCC(c2nc3ccccc3s2)CC1)NCc1cccs1	i	-2	.	.	-1.5	945	-1	10	-12	785	i	0.1	0.7%	i	9	2.8	0.4	22
Fc1ccccc1COc1cccc(/C=N/n2cnnc2)c1	i	-1	-7.5	954	-0.56	1080	10	3	.	.	i	1.2	0.1%	i	22	2.4	1.8	6.8
Cc1[nH]c2ccccc2c1C(=O)CNc1nccs1	i	-2	-2.8	1124	1.7	1796	0	-3	-26	676	i	0.8	1.3%	i	53	2.6	1.2	0.2
Cc1cc(NC(=O)CCc2ccc(-c3ccccc3)o2)no1	.	.	.	.	.	.	.	.	0	872	i	1.7	-0.1%	i	68	.	.	.
Cc1sc(-c2ccncc2)nc1OC(=O)c1cc(Cl)cc(Cl)c1	i	4	-7.3	1155	.	.	-12	7	10	819	i	0.7	0.3%	i	8	0.9	1.0	2.8
Cc1ccc2c(C)cc[n+](CCCS(=O)(=O)[O-])c2c1	i	-14	-2.5	1151	0	1480	-3	-2	-8	656	i	0.3	-0.1%	i	53	2.2	1.6	3.7
CCCc1[nH]nc2c1C(c1cccc(OC(=O)c3ccco3)c1)C(C#N)=C(N)O2 (stereo not drawn)	i	0	0.3	1033	1.2	1866	-3	0	-36	647	i	2.3	0.2%	i	22	2.8	1.7	4.9
COc1ccc(N(C(=O)c2cccnc2)S(=O)(=O)c2ccc(F)cc2)cc1	.	.	.	.	.	.	.	.	-8	790	i	1.2	-0.9%	i	19	.	.	.
CC1CCN(C(=S)NC(=O)c2cccc([N+](=O)[O-])c2)CC1	.	.	.	.	.	.	.	.	15	693	i	1.2	0.2%	i	12	.	.	.
O=C(CN1CCCc2ccccc21)N/N=C/c1ccc(F)cc1F	.	.	-1.0	1259	0.06	1160	.	.	-7	644	i	0.7	0.1%	i	52	.	.	.
Cc1nnsc1C(=O)NNC(=O)c1cccc2ccccc12	.	.	-0.8	1353	-0.48	1044	.	.	-6	720	i	0.5	1.2%	i	34	.	.	.
Cc1ccc2cc(C=O)c(N(C)C)nc2c1	i	26	0.8	488	-0.06	1251	12	2	11	642	i	3.3	0.7%	i	26	5.9	1.7	3.5
CCN1C(=O)N(c2cccc3ccccc23)C(C)=CC1(C)C	i	-2	-1.8	1340	-0.16	1656	-21	-3	.	.	i	0.6	-0.4%	i	33	4.0	1.2	3.4
CCSc1nnc(NC(=O)Cn2cnc3ccccc3c2=O)s1	.	.	-2.4	1053	2.1	1524	.	.	1	685	i	0.4	-0.1%	i	28	.	.	.
C=CCN1C(=O)C(CC(=O)O)SC1=Nc1cccc([N+](=O)[O-])c1 (stereo not drawn)	i	-5	-1.2	1053	0.84	1056	-12	6	-42	722	i	0.2	0.2%	i	33	7.0	2.8	6.3
Cc1ccc(C(C)C)c(OCC(=O)NN=C2CCCCCCC2)c1	i	-16	-1.6	1138	-0.29	1437	12	8	15	565	i	0.3	-0.3%	i	56	5.1	2.1	11
Cc1ccccc1N(CC(=O)N1CCCCCC1)S(C)(=O)=O	.	.	.	.	.	.	.	.	-3	827	i	0.3	-0.8%	i	58	.	.	.
COc1cc(NC(=O)c2ccc3c(c2)C(=O)N(CCC(C)C)C3=O)c(C(=O)O)cc1OC	.	.	.	.	.	.	.	.	-1	814	i	0.8	-0.8%	i	30	.	.	.
Cc1ccc(-c2nn(-c3cc(Cl)ccc3[N+](=O)[O-])c(=O)c3ccccc23)cc1	i	-26	.	.	.	.	.	.	.	.	i	1.2	-0.3%	i	43	2.6	1.1	5.9
CCCSc1nc2c(cnn2-c2ccc(F)cc2)c(=O)[nH]1	.	.	2.0	1183	0.77	1825	12	6	36	664	i	2.8	0.1%	i	52	3.6	2.4	2.5
CCOC(=O)c1c(C)[nH]c(C)c1C(=O)CSc1nnc(-c2ccco2)n1Cc1ccccc1	i	10	-1.0	1106	-0.32	919	7	-7	-2	820	i	1.3	-1.6%	i	19	6.3	3.6	0.1
CCc1nnc(SCC(=O)N2CCCc3ccccc32)nc1CC	i	-1	.	.	.	.	22	24	-5	637	i	1.7	-0.8%	i	9	3.5	3.6	24
O=C(/C=C/c1c(Cl)cccc1Cl)NCc1ccco1	i	-17	-0.6	1064	0.26	1446	-9	-19	-6	596	i	0.8	0.0%	i	42	3.7	3.4	8.1
CC(C)N(C(=O)COC(=O)c1ccc([N+](=O)[O-])cc1)c1ccccc1	i	-7	1.0	1073	0.6	1234	12	26	-7	690	i	1.5	0.1%	i	55	1.9	2.7	6.3
CC(Cc1ccccc1)NC(=S)CN1CCCC1=S (stereo not drawn)	.	.	0.9	1296	-2.7	1045	.	.	1	761	i	0.6	-0.3%	i	56	.	.	.
COC(=O)C1CCN(C(=O)[C@H](C)NC(=O)C2CC(=O)N(c3ccc(F)cc3)C2)CC1 (stereo partly drawn)	.	.	.	.	.	.	.	.	14	741	i	2.6	-0.3%	i	9	.	.	.
